# From PubChem BioAssay
# hERG WT inh: blocks the wildtype human KCNH2 potassium channel | hit rate 0.37% among 340,000 | activity change, % at 1.84 µM | U2OS, BacMam KCNH2, thallium flux FluxOr; stronger effect = lower value | Q12809;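 active = maximum activity change below -70%; inconclusive = maximum activity change between -70% and -50%; inactive = maximum activity change above -50%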; note: % is set by controls: 0 for no effect and ±100 for the full control effect
#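 U2OS cells transduced with wild-type KCNH2 virus are loaded with FluxOr dye for 45 min, and thallium flux is measured in kinetic reads before and after stimulation buffer. Rate constants are normalized to DMSO controls.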
# Giardia kill: kills Giardia lamblia | Giardia lamblia trophozoite viability | AID 540267 | activity change, % at 7.66 µM, hits read low | hit rate 0.15% among 340,000; in the data active = activity change below about -80%; inconclusive = between about -30% and that limit;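 note: parasites exposed to compound for two days anaerobically before the ATP read; % is set by controls: 0 for no effect and ±100 for the full control effect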
#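 Each well holds 100 Giardia trophozoites and compound. After two days (48 hrs) at 37 deg C in anaerobic conditions, ATP is quantified by luminescence.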
# MLL CXXC-DNA inh: inhibitors of human MLL CXXC domain-DNA interaction; AID 2662; MLL-CXXC / FITC-HOXA9 DNA fluorescence polarization; Q03164; hit rate 0.037% among 290,000; Potency, µM (doses to about 115 µM), without a hit: at the top dose activity change, negative = inhibition, most hits filed as inhibitors; active = well fitted inhibition curve with a large enough effect in the polarisation, with a control signal flat, not every such curve was filed as active; inconclusive = small, poorly fitted or top-dose-only effect, or effect the other way, or a change in a side signal; inactive = no such curve, though single readings can be large or run the other way; the % refers to the polarisation; note: potency is the fitted concentration of half-maximal effect
#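 Fluorescence polarization: 7 uM MLL-CXXC (stock) preincubated 5 min with compounds, then 50 nM fluorescein-HOX-A9 DNA (stock) added; 30 min ambient. Buffer 50 mM Tris-HCl pH 7.5, 50 mM NaCl, 1 mM DTT, 0.05% BSA.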
# KCNH2 3.1 block: KCNH2 3.1 (human) potassium channel inhibition. U2OS KCNH2 3.1, thallium flux FluxOr; stronger effect = lower value. activity change, % (tested at about 1.8 µM). hit rate 0.95% among 340,000;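 active = maximum activity change below -70%; inconclusive = maximum activity change from -70% to -50%; inactive = maximum activity change above -50%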;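 note: thallium influx rate constant from kinetic fluorescence after stimulation buffer; % is set by controls: 0 for no effect and ±100 for the full control effect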
#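 Normalized rate constant (relative to positive and negative DMSO controls) derived from a 2 min kinetic fluorescence read after stimulation; U2OS cells expressing the 3.1 isoform via virus at 1.77 x 10^8 /mL.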
# TRPV1 ag: human TRPV1 agonism | hit rate 0.19% among 320,000 | activation, % at 8.33 µM | Q8NER1 | TRPV1-expressing cells, Fluo-8 calcium influx, agonist mode | AID 540275; in the data active = activation above about 80%; inconclusive = between about 30% and that limit; note: 0% is about no effect
#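 TRPV1-expressing cells were cultured overnight at 35.5C and loaded with Fluo-8 calcium dye for 40 to 90 min at room temperature. After a 10 s baseline, compound was added and calcium influx was read kinetically for 3 min (ex 480/em 520 nm).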
# USP2a inh: blocks human ubiquitin-specific protease USP2a; Potency, µM (top dose mostly 38.3 µM), without a hit: at the top dose activity change, negative = inhibition, usual class: inhibitors; O75604; USP2 core, Ub-CHOP2 coupled fluorogenic reporter, 485/531; hit rate 0.01% among 330,000;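 note: potency is the fitted concentration of half-maximal effect; plate controls were DMSO wells for no effect and full inhibition by NEM control for full effect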
#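 Deubiquitinase activity read as fluorescence (485/531 nm) after Ub-CHOP2 cleavage activates the enterokinase reporter on its substrate; USP2 core 10nM, Ub-CHOP2 and substrate 25nM each, 30min compound preincubation then 60min RT; data normalized to NEM, curves fitted.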
# Menin MLL FP TR: inhibitors of human menin-MLL interaction, mutant MLL peptide | Menin + Texas Red MLL mutant peptide, fluorescence polarization | hit rate 0.23% among 270,000 | Potency, µM (highest dose often 61.6 µM), for the others: at the top dose FP activity change, negative = inhibition, actives largely listed as inhibitors | O00255; active = well fitted inhibition curve with a large enough effect in the polarisation, with a control signal flat, not every such curve was filed as active; inconclusive = small, poorly fitted or top-dose-only effect, or effect the other way, or a change in a side signal; inactive = no such curve, though single readings can be large or run the other way; the % refers to the polarisation; note: potency is the fitted concentration of half-maximal effect; % of control where 0% means no effect; many of its hits are not listed in these tables
# Target sequence (O00255 whole entry, looked up): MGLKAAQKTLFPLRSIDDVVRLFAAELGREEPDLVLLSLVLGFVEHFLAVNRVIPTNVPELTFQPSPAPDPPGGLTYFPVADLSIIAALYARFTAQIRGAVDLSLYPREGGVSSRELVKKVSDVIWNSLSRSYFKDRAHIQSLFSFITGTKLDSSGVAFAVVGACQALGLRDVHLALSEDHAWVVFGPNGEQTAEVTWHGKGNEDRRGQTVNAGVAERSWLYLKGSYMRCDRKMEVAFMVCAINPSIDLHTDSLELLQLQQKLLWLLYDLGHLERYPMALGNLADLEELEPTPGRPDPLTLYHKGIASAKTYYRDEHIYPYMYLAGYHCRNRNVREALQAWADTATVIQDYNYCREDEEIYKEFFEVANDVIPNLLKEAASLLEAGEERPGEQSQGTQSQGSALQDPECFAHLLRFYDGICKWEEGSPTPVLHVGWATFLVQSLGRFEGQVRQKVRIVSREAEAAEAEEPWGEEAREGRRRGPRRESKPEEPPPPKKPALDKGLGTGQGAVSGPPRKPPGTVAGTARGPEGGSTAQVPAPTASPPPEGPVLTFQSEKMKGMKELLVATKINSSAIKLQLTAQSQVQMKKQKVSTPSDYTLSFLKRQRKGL
# FBPA coupling cs: counter-screen for Giardia aldolase inhibitors: coupling enzyme system; coupling enzyme system counterscreen, AmpLite Red fluorescence; activity change, negative = inhibition, % at 58.2 µM, hits read low; hit rate 0.67% among 290,000; AID 2472; in the data active = activity change below about -30%; note: % is set by controls: 0 for no effect and ±100 for the full control effect
#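 Final compound at 57.5 uM, incubated 10 min at RT with coupling enzyme reagent (glyceraldehyde-3-phosphate), then 20 min with substrate and AmpLite Red detection. Fluorescence read at 525/598 nm; tests interference with the coupling assay, not aldolase inhibition.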
# GALK inhibitor: inhibitors of human galactokinase; Potency, µM (top dose mostly 57.5 µM), for the others: top-dose activity change, negative = inhibition, usual class: inhibitors; hit rate 0.007% among 270,000; Purified GALK, Kinase-Glo residual ATP luminescence; AID 1868; note: potency is the fitted concentration of half-maximal effect; % is set by controls: 0 for no effect and ±100 for the full control effect
#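 Galactose (100 uM) and ATP (35 uM) were turned over by 5 nM GALK for 1 h at RT. Kinase-Glo Plus then converted the remaining ATP into a luminescent signal.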
# B2AR arrestin: agonists driving beta-arrestin recruitment to human beta2-adrenergic receptor; P07550; beta-arrestin recruitment to beta2AR, cell-based reporter; Potency, µM (titrated, usually from 46.1 µM), inactives show at the highest dose activation, actives largely listed as activators; hit rate 0.02% among 330,000; AID 492947;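 note: potency is the fitted concentration of half-maximal effect; 0% = DMSO controls and full agonism = EC100 isoproterenol or metaproterenol; nearly all actives have a fitted effect of over 65% in size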
# Target sequence (P07550 whole entry, looked up): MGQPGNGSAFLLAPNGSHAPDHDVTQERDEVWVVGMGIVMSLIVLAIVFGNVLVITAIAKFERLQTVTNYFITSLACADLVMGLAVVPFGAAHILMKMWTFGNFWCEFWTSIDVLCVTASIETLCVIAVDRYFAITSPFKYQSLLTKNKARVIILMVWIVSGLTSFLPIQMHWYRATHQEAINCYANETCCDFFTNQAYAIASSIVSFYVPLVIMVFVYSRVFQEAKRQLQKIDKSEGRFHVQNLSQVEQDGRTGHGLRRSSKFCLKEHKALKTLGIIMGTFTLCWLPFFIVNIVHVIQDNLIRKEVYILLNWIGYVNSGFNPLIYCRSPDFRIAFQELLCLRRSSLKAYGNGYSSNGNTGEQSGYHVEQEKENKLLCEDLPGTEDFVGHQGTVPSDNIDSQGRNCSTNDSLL
# PKM2 act: PKM2 (human) enzyme activation; AID 1631; Potency, µM (doses to about 57.5 µM), without a hit: at the top dose activation, most hits filed as activators; purified PKM2, Kinase-Glo ATP luminescence, activation; response scale: 0% is enzyme alone, no compound; hit rate 0.34% among 260,000; P14618; note: potency is the fitted concentration of half-maximal effect; % is set by controls: 0 for no effect and ±100 for the full control effect; nearly all actives have a fitted effect of over 55% in size
#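 hPK-M2, >95% pure; 0.1 mM ADP / 0.5 mM PEP final; imidazole pH7.2 buffer w/ 7 mM MgCl2, 50 mM KCl; 1 h RT; Kinase-Glo lum. Intermediate enzyme activity for dual inhibitor/activator qHTS.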
# * marks the source's active call; other numbers are inactive results; ? = inconclusive; / = not tested or not shown; [ ] = another dose, or the depositor's remark. Unless noted, calls come from the whole dose curve; as a rule, active = well fitted curve in the direction sought with a large enough effect; inconclusive = small, poorly fitted or top-dose-only effect, or another doubt; inactive = no such curve, though single readings can be large; an effect the other way counts as inactive or inconclusive. These rows are one share of the data; rates above refer to the full screens.
SMILES,hERG WT inh,Giardia kill,MLL CXXC-DNA inh,KCNH2 3.1 block,TRPV1 ag,USP2a inh,Menin MLL FP TR,FBPA coupling cs,GALK inhibitor,B2AR arrestin,PKM2 act
c1ccc(-c2nnc(CSc3nc4ccccc4[nH]3)o2)cc1,-4,-13,-3%,-10,/,3%,10%[11.7 µM],-11,2%,-0.5%,6%
CC(=O)c1cccc(S(=O)(=O)N2CCC(c3nc4ccccc4[nH]3)CC2)c1,18,-10,47%[activator],-24,-1,1%,11%,-1,-1%,0.1%,0%
O=C(Nc1cccc(F)c1)c1ccc2c(c1)OCO2,-6,-7,6%,-3,?,3%,?,-7,-3%,-0.4%,-23%
Cc1ccc(NC(=O)Nc2ccccc2C(=O)NCc2ccccc2)cc1,6,-11,15%,-2,25,6%,3%,0,1%,0.3%,-7%
Cc1ccc(NC(=O)c2oc3ccc(S(=O)(=O)N4CCOCC4)cc3c2C)c(C)c1,-2,2,18%,-11,-1,0%,9%,-1,0%,-0.1%,-4%
CCC(=O)N1c2ccc(S(=O)(=O)NCCc3ccccc3)cc2CC1C (stereo not given),-1,-18,1%,-19,7,0%,2%,2,5%,0.2%,/
COc1ccccc1CNc1nc2nc(C)cc(=O)n2[nH]1,2,-1,6%,-2,-1,2%,?,-18,0%,-0.9%,9%
CCCCN(CCCC)CC(O)Cn1c2ccccc2c(=O)c2ccccc21 (stereo not given),33,-7,-13%,-12,8,3%,/,1,-2%,-0.8%,-5%
CCCN(CCC)C(=O)CC(c1ccccc1)C1CCOC(C)(C)C1 (stereo not given),-15,-16,2%,3,?,0%,-14%,0,3%,0.1%,-15%
CS(=O)(=O)N1CCN(C(=O)Cc2ccccc2Cl)CC1,2,29,-8%,16,2,3%,-16%,1,0%,-0.4%,-4%
Cc1cccc(NC(=O)Nc2nnc(-c3ccccc3)o2)c1,13,5,2%,/,1,0%,4%,2,9%,0.0%,/
Cc1nn(-c2ccccn2)c2c1-c1nc(N3CCOCC3)ncc1CC2,-2,-2,2%,-14,2,1%,?,-39*,-1%,0.4%,11%
COc1ccc(NC(=O)c2cccn(CC=C(C)C)c2=O)cc1,-3,-3,2%,-102*,?,3%,0%,1,6%,-0.3%,2%
COCCNC(=S)N/N=C(\C)c1ccccc1F,-1,3,?,23,2,1%,3%,1,5%,?,-1%
CC(=O)C1=C(C)NC(SCC(N)=O)=C(C#N)C1C (stereo not given),-1,-1,-3%,4,1,-1%,/,2,1%,-0.1%,0%
Cc1ccc(NC(=O)c2cc(=O)n(Cc3ccccc3)c(=O)[nH]2)cc1C,0,-4,0%,0,5,3%,-14%,-2,-3%,0.0%,-4%
COC(=O)c1[nH]c2ccc(C)cc2c1NS(=O)(=O)c1ccc(F)cc1,6,-8,7%,-9,1,1%,-5%,0,-3%,2.3%,-10%
OCCCc1nc2n(n1)C(c1ccccc1)C=C(c1ccc(F)cc1)N2 (stereo not given),-2,6,-2%,3,-3,3%,2%,3,-3%,0.1%,1%
COc1ccc(OC)c(C2=Nn3c(nnc3-c3cccc(OC(C)C)c3)SC2)c1,-2,-4,-3%,-22,29,3%,11%,-2,0%,-0.3%,1%
Cn1c(=O)c2c(nc(Oc3ccc4ccccc4c3)n2C)n(C)c1=O,55,6,-5%,4,0,4%,?,-6,-1%,-0.1%,1%
O=C(O)c1cccc(S(=O)(=O)N2CCC(Cc3ccccc3)CC2)c1,18,-13,1%,13,-2,-1%,11%,15,-14%,-0.4%,3%
Cc1ccc(C(=O)NC(=O)CSc2nnc(C)s2)cc1,5,-7,-2%,0,0,-2%,/,/,-5%,-0.5%,1%
COCCC(=O)Nc1ccc2c(c1)CN(C(=O)c1ccc(CSC)o1)CC2,17,14,-7%,6,7,0%,-7%,3,4%,-0.5%,-2%
Cc1ccc(C2(CCNCc3ccc(N(C)C)cc3)CCOC(C(C)C)C2)cc1 (stereo not given),12,-9,7%,-12,12,0%,?,0,0%,-0.4%,-39%
COc1cc(/C=C2\C(=O)NN(c3ccc(C)cc3)C2=O)cc([N+](=O)[O-])c1O,0,-5,22µM*,10,-1,0%,?,0,3%,0.1%,-12%
SMILES,hERG WT inh,Giardia kill,MLL CXXC-DNA inh,KCNH2 3.1 block,TRPV1 ag,USP2a inh,Menin MLL FP TR,FBPA coupling cs,GALK inhibitor,B2AR arrestin,PKM2 act
CCCCCCCNC(=O)C1(CC2CC(c3cccc(Br)c3)=NO2)CCN(C(=O)c2ccccc2)CC1 (stereo not given),-71*,7,/,?,-2,3%,/,/,/,0.2%,/
CN1CCC(=NNC(=O)CN(c2ccc(Oc3ccccc3)cc2)S(C)(=O)=O)CC1,16,-24,1%,-2,-1,1%,13%,0,0%,-0.9%,-1%
O=C(CCNC(=O)c1ccco1)NCCN1C(=O)S/C(=C\c2ccc(F)cc2)C1=O,1,7,/,0,3,1%,/,/,/,-0.2%,/
O=C(NC1CCC(O)CC1)c1cc(-c2ccco2)nc2ccccc12 (stereo not given),1,-20,-1%,-4,-2,3%,?,0,-1%,0.0%,7%
CCc1nnc(NS(=O)(=O)c2ccc(NC(=O)c3ccco3)cc2)s1,2,-16,14%,-4,-1,-1%,-12%,0,1%,-0.9%,2%
O=C(NCC1CCCO1)c1ccc(COc2ccc(F)cc2)o1 (stereo not given),-3,3,-6%,-5,-5,1%,3%,-2,-3%,-0.1%,2%
CN(CC(=O)Nc1ccccc1C(=O)N1CCCC1)S(=O)(=O)c1ccc(Cl)cc1,18,7,14%,?,2,-5%,?,7,1%,-0.3%,-2%
S=C(c1ccc(-c2ccccc2)o1)N1CCCCC1,-2,8,7%,6,24,-1%,-4%,2,1%,0.2%,-6%
Cc1ccc(Cn2c(=O)c3c(ncn3C)n(C)c2=O)cc1,21,18,-9%,5,-1,2%,10%,-2,-1%,-0.6%,0%[11.5 µM]
CCCOc1ccc(/C=N/Nc2ccccn2)cc1OC,7,8,4%,-15,3,-1%,1%,4,2%,0.2%,5%
COc1ccc(Cl)cc1S(=O)(=O)N1CCC(C(=O)NCC2CCCO2)CC1 (stereo not given),-18,11,7%,9,-1,-3%,5%,2,-1%,-0.6%,-2%
COc1ccc(S(=O)(=O)N(CC(=O)N/N=C/c2cccs2)c2ccc(C)cc2)cc1OC,2,1,22%,-20,-2,-1%,2%,4,2%,0.1%,-2%
CCCCN(C)C(=O)C1CCC(CNS(=O)(=O)c2ccc3c(c2)CC(C)N3C(=O)C2CC2)CC1 (stereo not given),-18,-12,-6%,22,2,1%,/,/,-9%,0.4%,/
CCOC(=O)C1=C(C)Nc2nc(C)nn2C1c1ccc(OCC)c(OC)c1 (stereo not given),5,-20,-2%,1,-5,-1%,13%,-1,0%,-0.9%,3%
CC(C(=O)O)n1cnc2sc3c(c2c1=O)CCCC3 (stereo not given),11,1,-7%,10,-2,0%,15%,9,-1%,-0.4%,3%
O=C(c1cc(COc2c(F)cccc2F)on1)N1CCC(c2ccccc2Cl)C1 (stereo not given),2,9,-7%,3,?,-15%,-12%,-2,-1%,-0.5%,-3%
O=C(O)C1C2C=CC(C2)C1C(=O)NCc1ccccn1 (stereo not given),/,/,1%,/,0,1%,2%,0,13%,-0.4%,3%
O=S(=O)(NCC(c1cccs1)N1CCc2ccccc2C1)c1ccccc1 (stereo not given),-4,18,/,0,2,5%,/,/,/,0.2%,/
Cc1c(NC(=O)COC(=O)CSc2ccc([N+](=O)[O-])cc2)c(=O)n(-c2ccccc2)n1C,9,-1,/,2,1,1%,/,/,/,-0.1%,/
COc1cc2[nH]c(Cl)c([N+](=O)[O-])c2cc1OC,2,8,8%,14,3,-8%,/,-48*,7%,-0.5%,-1%

# A stretch from the list above:
SMILES,hERG WT inh,Giardia kill,MLL CXXC-DNA inh,KCNH2 3.1 block,TRPV1 ag,USP2a inh,Menin MLL FP TR,FBPA coupling cs,GALK inhibitor,B2AR arrestin,PKM2 act
O=C(c1cc(COc2c(F)cccc2F)on1)N1CCC(c2ccccc2Cl)C1 (stereo not given),2,9,-7%,3,?,-15%,-12%,-2,-1%,-0.5%,-3%
O=C(O)C1C2C=CC(C2)C1C(=O)NCc1ccccn1 (stereo not given),/,/,1%,/,0,1%,2%,0,13%,-0.4%,3%
O=S(=O)(NCC(c1cccs1)N1CCc2ccccc2C1)c1ccccc1 (stereo not given),-4,18,/,0,2,5%,/,/,/,0.2%,/
Cc1c(NC(=O)COC(=O)CSc2ccc([N+](=O)[O-])cc2)c(=O)n(-c2ccccc2)n1C,9,-1,/,2,1,1%,/,/,/,-0.1%,/
